# Source: PubChem BioAssay
# PAFAH1B3 FP inh = PAFAH1B3 enzyme inhibitors, primary screen, biochemical, fluorescence polarization, human; Platelet-activating factor acetylhydrolase IB subunit alpha1 (Homo sapiens), Q15102; recombinant PAFAH1B3, FP-rhodamine probe; inhibition, % at 3.39 µM; 0.28% of 340,000 active; AID 492972, 2010;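 active = inhibition above the screen-wide average of all tested compounds plus 3 SD, cut at about 25% in these data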;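 note: 0% = enzyme with DMSO only and 100% = wells lacking PAFAH1B3 protein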
# GSTO1 inh = inhibitors of recombinant GSTO1, primary screen, counter-screen for RBBP9 inhibitor project, biochemical, fluorescence polarization; activity-based probe fluorescence polarization; inhibition, % at 5.96 µM; 1.1% of 300,000 active; AID 1974, 2009;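 active = inhibition above the campaign mean inhibition plus 3 SD, cut at about 35% in these data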;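 note: 0% = GSTO1-1 with DMSO and 100% = wells lacking GSTO1-1 enzyme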
# PAD4 inh = human PAD4 inhibitors, primary screen, biochemical, fluorescence polarization, 1536-well format; recombinant PAD4, RCA probe fluorescence polarization; AID 485272, 2010; 0.41% of 330,000 active; Protein-arginine deiminase type-4 (Homo sapiens), Q9UM07; inhibition, % at 6.36 µM;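 active = percent inhibition above a cutoff equal to the mean of all tested compounds plus 3 SD, cut at about 15% in these data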;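 note: 0% = PAD4 with RCA probe and DMSO and 100% = probe without PAD4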
# Target sequence (Q9UM07 whole entry, looked up): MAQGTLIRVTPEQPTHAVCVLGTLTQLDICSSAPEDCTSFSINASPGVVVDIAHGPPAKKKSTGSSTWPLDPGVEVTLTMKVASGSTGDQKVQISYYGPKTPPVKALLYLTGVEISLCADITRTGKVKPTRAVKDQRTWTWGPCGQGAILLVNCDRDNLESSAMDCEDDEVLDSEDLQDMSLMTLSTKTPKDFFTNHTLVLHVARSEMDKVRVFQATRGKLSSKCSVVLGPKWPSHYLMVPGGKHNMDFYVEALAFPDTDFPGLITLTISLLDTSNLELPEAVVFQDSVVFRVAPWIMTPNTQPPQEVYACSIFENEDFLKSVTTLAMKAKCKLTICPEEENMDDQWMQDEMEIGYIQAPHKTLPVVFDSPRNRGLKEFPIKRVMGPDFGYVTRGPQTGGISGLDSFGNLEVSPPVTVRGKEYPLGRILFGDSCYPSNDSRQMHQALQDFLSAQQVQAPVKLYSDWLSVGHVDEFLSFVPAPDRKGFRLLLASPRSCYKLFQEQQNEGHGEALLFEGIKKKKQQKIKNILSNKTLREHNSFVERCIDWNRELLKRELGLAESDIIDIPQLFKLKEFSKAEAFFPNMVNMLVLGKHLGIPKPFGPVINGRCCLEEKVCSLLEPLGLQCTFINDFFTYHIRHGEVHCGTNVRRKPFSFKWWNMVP
# LYPLA1 inh = LYPLA1 inhibitors, primary screen, counter-screen for PME1 inhibitor project, biochemical, fluorescence polarization, FP-Rh probe ABPP | Acyl-protein thioesterase 1 (Homo sapiens), O75608 | recombinant LYPLA1 | inhibition, % at 5.9 µM | 0.16% of 320,000 active | AID 2174, 2009;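 active = inhibition above the mean of all tested compounds plus 3 SD, set per campaign, cut at about 14% in these data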;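 note: inhibitors block serine hydrolase probe labeling of LYPLA1 so polarization falls; 0% = enzyme with DMSO and 100% = wells lacking LYPLA1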
# LYPLA2 counter = LYPLA2 inhibitors, primary screen, counter-screen for PME1 inhibitor project, biochemical, fluorescence polarization, FP-Rh probe ABPP. Acyl-protein thioesterase 2 (Homo sapiens), O95372. recombinant LYPLA2. inhibition, % at 5.9 µM. 0.38% of 320,000 active. AID 2177, 2009;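 active = inhibition above the screen-wide mean plus 3 SD, limit set per campaign, cut at about 26% in these data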;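 note: 0% = LYPLA2 with DMSO and 100% = wells lacking LYPLA2 enzyme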
# PAFAH1B2 FP inh = PAFAH1B2 enzyme inhibitors, primary screen, biochemical, fluorescence polarization, human; Platelet-activating factor acetylhydrolase IB subunit alpha2 (Homo sapiens), P68402; recombinant PAFAH1B2, FP-rhodamine activity probe; inhibition, % at 3.39 µM; 1.2% of 340,000 active; AID 492953, 2010;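 active = inhibition above the mean of all tested compounds plus 3 SD, cut at about 24% in these data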;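 note: 0% = enzyme with DMSO and 100% = wells lacking PAFAH1B2; many of its hits are not listed in these tables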
# Target sequence (P68402 whole entry, looked up): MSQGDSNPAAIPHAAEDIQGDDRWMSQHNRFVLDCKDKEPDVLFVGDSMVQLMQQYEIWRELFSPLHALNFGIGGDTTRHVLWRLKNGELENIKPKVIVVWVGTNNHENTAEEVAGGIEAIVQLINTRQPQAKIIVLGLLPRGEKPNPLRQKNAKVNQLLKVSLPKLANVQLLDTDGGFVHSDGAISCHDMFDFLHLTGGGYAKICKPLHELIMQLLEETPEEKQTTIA
# PAFAH2 inh = PAFAH2 enzyme inhibitors, primary screen, biochemical, fluorescence polarization, human | inhibition, % at 3.39 µM | AID 492956, 2010 | 0.99% of 340,000 active | Platelet-activating factor acetylhydrolase 2, cytoplasmic (Homo sapiens), Q99487 | recombinant PAFAH2, FP-rhodamine activity probe;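 active = inhibition above the mean over all tested compounds plus 3 SD, cut at about 30% in these data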;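 note: inhibitors block probe labeling of enzyme so polarization drops; 0% = enzyme with DMSO and 100% = wells lacking PAFAH2 protein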
# pPAFAH FP inh = pPAFAH enzyme inhibitors, primary screen, biochemical, fluorescence polarization, human. recombinant pPAFAH, FP-rhodamine probe fluorescence polarization. 1.5% of 330,000 active. AID 463082, 2010. Platelet-activating factor acetylhydrolase (Homo sapiens), Q13093. inhibition, % at 3.39 µM;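 active = inhibition above the mean inhibition across the screen plus 3 SD, cut at about 25% in these data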;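 note: inhibitors block binding of the rhodamine activity-based probe so polarization drops; 0% = enzyme with DMSO and 100% = wells lacking pPAFAH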
# PME-1 inh = PME-1 inhibitors via competitive probe labeling, primary screen, biochemical, fluorescence polarization, FP-Rh probe, HTS | inhibition, % at 5.9 µM | 0.53% of 320,000 active | Protein phosphatase methylesterase 1 (Homo sapiens), Q9Y570 | recombinant PME-1;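 active = inhibition above the campaign mean of all compounds plus 3 SD, cut at about 26% in these data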;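 note: competitive labeling of PME-1 active site by serine hydrolase directed probe; 0% = PME-1 with DMSO and 100% = wells lacking PME-1 enzyme; inhibitors block probe labeling so polarization falls and inhibition rises; many of its hits are not listed in these tables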
# Numbers without * were called inactive; · = no result given.
No.	smiles	PAFAH1B3 FP inh	GSTO1 inh	PAD4 inh	LYPLA1 inh	LYPLA2 counter
1	CCCCOC(=O)c1ccc(NC(=O)C(=O)NCCN(CC)CC)cc1	2	3	-1	0	5
2	CC1CC(C)CN(C(=O)/C=C/c2ccc(S(=O)(=O)N3CCOCC3)cc2)C1 (stereo not given)	1	·	-9	2	6
3	COC(=O)C1(C)NC(c2cccs2)C2C(=O)N(c3ccccc3F)C(=O)C21 (stereo not given)	-1	0	-6	3	-2
4	CCOC(=O)C1=C(C)N=C2SC(C)C(=O)N2C1c1ccc(OC(C)=O)c(OC)c1 (stereo not given)	3	3	0	4	1
5	Nc1cc(N)nc(SCC(=O)Nc2ccccc2N2CCOCC2)n1	4	5	1	4	3
6	CC1CC(C)CN(C(=O)COC(=O)c2cc3ccccc3cc2O)C1 (stereo not given)	2	5	0	-8	-7
7	CCN(CC)C(=O)Cn1cc(S(=O)(=O)CC(=O)NCc2ccc(F)cc2)c2ccccc21	4	0	0	3	2
8	N#Cc1ccc(C(=O)Nc2nc(-c3cccs3)c(C(=O)C(F)(F)F)s2)cc1	-3	-28	7	-4	-10

No.	PAFAH1B2 FP inh	PAFAH2 inh	pPAFAH FP inh	PME-1 inh
1	3	-3	4	-4
2	3	-4	-4	3
3	1	-1	0	-1
4	-1	-3	1	-4
5	2	-5	7	-8
6	9	7	-2	-8
7	6	-3	7	3
8	3	-3	-1	-14

# Going on with the list:
No.	smiles	PAFAH1B3 FP inh	GSTO1 inh	PAD4 inh	LYPLA1 inh	LYPLA2 counter
9	Cc1nnc(SCCn2c(N3CCCCC3)nc3c2c(=O)n(C)c(=O)n3C)s1	15	3	-2	-4	-8
10	CCCCN(CCCC)C(=S)NC(=O)C(C)(C)C	6	18	-5	2	0
11	Clc1ccc(-c2csc(-c3ccncc3)n2)cc1	9	-2	-3	-2	0
12	COCCCNc1nc2c(c(=O)[nH]c(=O)n2C)n1CC(O)COc1ccccc1 (stereo not given)	5	1	1	3	-2
13	CC[C@@H]1C=C(C(=O)O)[C@H](c2ccc(C#N)cc2)N1S(=O)(=O)c1ccc(C)cc1	6	·	-2	·	·
14	O=C(NCc1ccncc1)c1cn(-c2ccccc2)nc1-c1cccnc1	6	2	-3	-6	-3
15	Cc1cc(C)c(S(=O)(=O)c2ccccc2F)c(=O)[nH]1	11	-1	2	0	-5
16	CCOc1cc(N2CCOCC2)c(OCC)cc1NC(=O)CN1C(=O)N(C)C2(CCCCC2)C1=O	1	·	4	2	-1

No.	PAFAH1B2 FP inh	PAFAH2 inh	pPAFAH FP inh	PME-1 inh
9	4	1	-2	-6
10	7	5	-6	-5
11	2	-3	0	-2
12	2	-5	3	-5
13	7	-11	-5	·
14	5	-3	2	-3
15	4	0	3	5
16	16	-3	1	2

# The listing continues.
No.	smiles	PAFAH1B3 FP inh	GSTO1 inh	PAD4 inh	LYPLA1 inh	LYPLA2 counter
17	COCCOC(=O)c1c(C)oc2ccc(OCc3cc(C(=O)OC)oc3C)cc12	3	-7	3	0	-4
18	Cc1c(NC(=S)NC(NC(=O)CC(C)C)C(Cl)(Cl)Cl)c(=O)n(-c2ccccc2)n1C (stereo not given)	4	2	6	-4	3
19	COc1ccc(C(C)NC(=O)c2ccc([N+](=O)[O-])cc2)cc1OC (stereo not given)	8	7	3	-2	5
20	CCN1C(=O)/C(=C/c2cnn(CC)c2C)SC1=S	2	6	-1	3	2
21	O=C(OC1CCOC1=O)c1ccc(NS(=O)(=O)c2cccs2)cc1 (stereo not given)	7	1	-4	-1	-1
22	Cc1ccc(S(=O)(=O)O/N=C2\CCCc3ccccc32)cc1	4	11	0	1	-2
23	Cc1cc2c(cc1C)/C(=N/NC(=O)c1ccccn1)CCC2	·	-2	0	0	-3
24	COc1ccc(N2C3=C(CC4=C2CC(C)(C)CC4=O)C(=O)CC(C)(C)C3)cc1	0	15	-2	1	3

No.	PAFAH1B2 FP inh	PAFAH2 inh	pPAFAH FP inh	PME-1 inh
17	-1	-5	2	-4
18	6	1	-3	0
19	1	-2	-2	0
20	9	-1	5	4
21	1	2	4	7
22	5	4	1	-7
23	·	·	-1	1
24	3	0	6	3

# The listing continues:
No.	smiles	PAFAH1B3 FP inh	GSTO1 inh	PAD4 inh	LYPLA1 inh	LYPLA2 counter
25	CCCCn1c(SCC(=O)N(CC)C2CCS(=O)(=O)C2)nc2cc(S(N)(=O)=O)ccc21 (stereo not given)	3	-11	-7	-2	0
26	Cc1ccc(/C=N/NC(=O)c2cc(C)oc2C)cc1	·	-6	5	1	2
27	OC(C#CCN1CCCCCC1)(c1ccccc1)c1cccnc1 (stereo not given)	8	19	-2	0	3
28	CCOc1ccc(NC(=O)N2CCC(NC(=O)C(Cc3ccccc3OC)NC(C)=O)CC2)cc1 (stereo not given)	5	0	0	4	1
29	CCC(C)(C(=O)NC1CCCC1)N(C(=O)CNC(C)=O)c1ccc(C)cc1 (stereo not given)	0	10	-6	0	4
30	Cc1ccc(NC(=O)CCc2ccc(S(=O)(=O)N3CCOCC3)cc2)c(C)c1	5	-2	-1	-2	-2
31	COC(=O)NC1(C(F)(F)F)C(=O)NC(C)=C1C(=O)OC (stereo not given)	6	-1	-5	-1	-1
32	O=C(C(=O)N1CCN(C(=O)c2ccco2)CC1)c1c[nH]c2ccccc12	11	-3	-1	1	0

No.	PAFAH1B2 FP inh	PAFAH2 inh	pPAFAH FP inh	PME-1 inh
25	6	-2	2	1
26	·	·	-4	-2
27	4	-2	1	-2
28	1	-1	2	-2
29	7	1	2	-3
30	5	1	3	-2
31	0	-13	-2	-2
32	3	-12	3	4

# (further entries)
No.	smiles	PAFAH1B3 FP inh	GSTO1 inh	PAD4 inh	LYPLA1 inh	LYPLA2 counter
33	COCC(C)NCc1ccccc1C (stereo not given)	2	5	1	-1	5
34	Cc1cccc(CCNC(=O)c2cccc(NC3=NC4CS(=O)(=O)CC4S3)c2)c1 (stereo not given)	-4	3	-8	-1	-8
35	CCOc1ccc2cc(C3CC(c4ccco4)=NN3S(C)(=O)=O)c(Cl)nc2c1 (stereo not given)	10	15	-1	-2	4
36	CCO[C@@H]1OC(C(=O)O)=C[C@H](c2cn(C(C)=O)c3ccccc23)[C@H]1CCCO	11	-4	-5	1	0
37	O=C(NCCc1ccccc1)Oc1ccc(Cl)cc1	2	6	-2	-4	-1
38	Cc1onc(-c2ccccc2)c1C(=O)NC(C)C	10	7	4	-2	-5
39	CN(CCCC1CCCC1)C(=O)c1cc(COc2ccc(F)c(F)c2)on1	5	0	5	16*	12
40	Cc1cc(NC(=O)CCCn2cc([N+](=O)[O-])cn2)n(Cc2ccc(F)cc2)n1	6	11	-5	1	2

No.	PAFAH1B2 FP inh	PAFAH2 inh	pPAFAH FP inh	PME-1 inh
33	1	0	5	-1
34	6	10	4	0
35	2	0	5	0
36	7	-1	6	-3
37	12	-1	-4	-4
38	4	1	2	2
39	4	3	12	-6
40	2	-5	0	-1

# (list continues)
No.	smiles	PAFAH1B3 FP inh	GSTO1 inh	PAD4 inh	LYPLA1 inh	LYPLA2 counter
41	O=C(COC(=O)c1cnccn1)NCc1ccc2c(c1)OCO2	5	6	-2	-4	-5
42	Cc1cccc(NC(=O)C2CCCN2/C=C/C(=O)C(F)(F)F)c1C (stereo not given)	-9	-4	5	1	0
43	Cc1cc(C)c2sc(NNC(=O)C3COc4ccccc4O3)nc2c1 (stereo not given)	8	4	-4	-2	-7
44	O=C(C1CCN(S(=O)(=O)c2cccc3nsnc23)CC1)N1CCn2c1nc1ccccc12	-2	-5	0	0	0
45	COc1ccc(N2C(=O)C3CCCN3C2c2cccs2)cc1 (stereo not given)	-4	-3	2	-3	-2
46	CCn1cc(S(=O)(=O)Nc2cc(C)ccc2F)cn1	3	5	-10	-6	-9
47	COCCNC(=S)Nc1cc(S(=O)(=O)N2CCOCC2)ccc1N1CCCCC1	7	1	-3	0	-2
48	Cc1cc(OCC(O)CN)ccc1Cl (stereo not given)	3	2	-2	1	3

No.	PAFAH1B2 FP inh	PAFAH2 inh	pPAFAH FP inh	PME-1 inh
41	-5	5	1	-10
42	0	0	1	-4
43	3	10	11	2
44	4	1	-1	17
45	3	12	5	1
46	0	-7	-8	-6
47	0	-2	4	4
48	-1	4	6	2

# The closing 2 records of the part before open the next one.
No.	smiles	PAFAH1B3 FP inh	GSTO1 inh	PAD4 inh	LYPLA1 inh	LYPLA2 counter
47	COCCNC(=S)Nc1cc(S(=O)(=O)N2CCOCC2)ccc1N1CCCCC1	7	1	-3	0	-2
48	Cc1cc(OCC(O)CN)ccc1Cl (stereo not given)	3	2	-2	1	3
49	CCC(c1nnnn1Cc1ccco1)N(CCN1CCOCC1)Cc1cc2cc(C)ccc2[nH]c1=O (stereo not given)	-4	-4	1	-1	-2
50	O=C(Nc1ccc(C(=O)NCc2ccc(F)cc2)cc1)C1=CSCCO1	2	-6	4	-4	-8
51	Cn1ncc(C(=O)N=S(C)(=O)c2ccccc2)c1[N+](=O)[O-] (stereo not given)	-4	3	1	-3	-7
52	O=C(CCc1ccccc1)Nc1cccc([N+](=O)[O-])c1	1	2	0	-4	6
53	Cc1ccc(NC(=O)CSC2=NN3CCCC(=O)N=C3S2)c(C)c1	0	2	-2	-4	-2
54	COc1cccc(-n2c(CN3CCN(Cc4ccccc4)CC3)nc3ccc([N+](=O)[O-])cc3c2=O)c1	·	1	2	2	2
55	COc1ccc(NC(=O)Cc2csc(NC(=O)Nc3ccccc3OC)n2)c(OC)c1	0	-6	0	-8	-6
56	COc1ccc(NC(=S)c2ccc3ccccc3n2)cc1	10	6	0	1	6
57	Cc1c(C(=O)COC(C)(C)C)[nH]c2ccccc12	6	22	-3	-1	-3

No.	PAFAH1B2 FP inh	PAFAH2 inh	pPAFAH FP inh	PME-1 inh
47	0	-2	4	4
48	-1	4	6	2
49	-4	-7	1	-2
50	-3	-1	2	-5
51	1	-4	0	3
52	8	3	4	4
53	7	1	4	0
54	·	·	4	12
55	5	-3	3	12
56	6	-1	-2	10
57	-2	-2	2	-3

# 6 of the entries above in order of the PAFAH1B3 FP inh value, ascending:
item	Structure	PAFAH1B3 FP inh
49	CCC(c1nnnn1Cc1ccco1)N(CCN1CCOCC1)Cc1cc2cc(C)ccc2[nH]c1=O (stereo not given)	-4
55	COc1ccc(NC(=O)Cc2csc(NC(=O)Nc3ccccc3OC)n2)c(OC)c1	0
52	O=C(CCc1ccccc1)Nc1cccc([N+](=O)[O-])c1	1
50	O=C(Nc1ccc(C(=O)NCc2ccc(F)cc2)cc1)C1=CSCCO1	2
57	Cc1c(C(=O)COC(C)(C)C)[nH]c2ccccc12	6
56	COc1ccc(NC(=S)c2ccc3ccccc3n2)cc1	10

# This is a subset (hit frequency here may not be typical).
